# High-throughput results: PubChem BioAssay, National Center for Advancing Translational Sciences (NCATS)
# ALOX15 inhib: 15-hLO (ALOX15) enzyme inhibition; P16050; purified 15hLO-1, xylenol orange hydroperoxide absorbance; Potency, µM (doses to about 57.1 µM), for the others: at the top dose activity change, negative = inhibition, usual class: inhibitors; 74,000 compounds, 1.4% hits; further: potency means the concentration at half of the fitted maximal effect; on the % scale 0 is the no-effect control and ±100 the full control effect; nearly all actives have a fitted effect of over 55% in size
#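 Readout: Fe(III)-xylenol orange absorbance, 573-to-405 nm ratio as reaction progress. Enzyme 40 nM purified human 15hLO-1, substrate 50 uM arachidonic acid, 6 min RT after 15 min compound preincubation; Hepes pH 7.5 buffer with Triton X-100.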
# HADH2 inh: HADH2 (human) dehydrogenase inhibition; Q99714; recombinant HADH2, NADH fluorescence, beta-hydroxybutyryl-CoA; Potency, µM (titrated, usually from 57.1 µM), for the others: at the top dose activity change, negative = inhibition, most hits filed as inhibitors; 73,000 compounds, 3.4% hits; further: potency means the concentration at half of the fitted maximal effect; on the % scale 0 is the no-effect control and ±100 the full control effect; nearly all actives have a fitted effect of over 60% in size; many of its hits are not listed in these tables
# Target sequence (Q99714 whole entry, looked up, one chain of several): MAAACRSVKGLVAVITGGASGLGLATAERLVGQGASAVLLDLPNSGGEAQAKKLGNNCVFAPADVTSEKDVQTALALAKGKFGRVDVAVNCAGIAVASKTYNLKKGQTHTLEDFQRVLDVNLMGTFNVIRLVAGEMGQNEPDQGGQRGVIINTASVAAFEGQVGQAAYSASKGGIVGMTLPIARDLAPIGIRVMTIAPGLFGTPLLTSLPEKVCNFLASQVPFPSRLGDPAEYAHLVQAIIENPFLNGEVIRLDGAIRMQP
#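 20 nM HADH2 + cpd, 15 min RT; add 1 mM NAD+/90 uM beta-hydroxybutyryl-CoA; kinetic fluorescence 360/450 nm, 4 min. Tris-HCl pH 9.0, 0.01% Tween-20.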
# FLuc inh: inhibitors of firefly luciferase; purified firefly luciferase, luminescence, 8 min; Potency, µM (top dose mostly 57.1 µM), for inactives: at the highest dose activity change, negative = inhibition, actives largely listed as inhibitors; P08659; 72,000 compounds, 2.2% hits; further: potency means the concentration at half of the fitted maximal effect; on the % scale 0 is the no-effect control and ±100 the full control effect; nearly all actives have a fitted effect of over 40% in size
# Target sequence (P08659 whole entry, looked up): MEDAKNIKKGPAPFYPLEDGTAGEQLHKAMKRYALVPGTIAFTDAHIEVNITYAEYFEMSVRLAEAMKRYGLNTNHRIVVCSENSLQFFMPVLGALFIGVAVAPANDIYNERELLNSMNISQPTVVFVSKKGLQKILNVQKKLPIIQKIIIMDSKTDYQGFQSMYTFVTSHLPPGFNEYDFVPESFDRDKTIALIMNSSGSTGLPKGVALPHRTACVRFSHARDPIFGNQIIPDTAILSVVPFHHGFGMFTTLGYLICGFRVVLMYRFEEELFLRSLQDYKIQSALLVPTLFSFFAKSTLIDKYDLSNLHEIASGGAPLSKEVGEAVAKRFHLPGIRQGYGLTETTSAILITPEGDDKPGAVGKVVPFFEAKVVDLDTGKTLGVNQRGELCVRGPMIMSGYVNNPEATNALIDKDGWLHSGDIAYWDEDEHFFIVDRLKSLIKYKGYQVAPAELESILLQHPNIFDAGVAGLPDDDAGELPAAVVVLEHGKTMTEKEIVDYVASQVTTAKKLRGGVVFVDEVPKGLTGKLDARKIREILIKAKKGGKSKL
#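 Inhibition of light generation by firefly luciferase from ATP and luciferin was profiled with concentration-response curves per sample, ATP held at 10 uM within the enzyme's linear range. Plates were read by luminescence after an 8-minute ambient incubation.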
# TexasRed autofl: compound fluoresces in the Texas Red spectral region | Compound fluorescence, Texas Red channel, 547/618 nm; active compounds read high | max dye-equivalent concentration, M | 59,000 compounds, 0.06% hits | AID 587; in the data active means max dye-equivalent concentration above about 10 nM
#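 Spectral interference profiling: each compound concentration's relative fluorescence, read with a 547 nm excitation and 618 nm emission filter pair, was normalized to a per-plate Texas Red standard curve.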
# Rhodamine fluor: rhodamine region autofluorescence. Rhodamine-region fluorescence, 547/598 nm, Tris buffer; active compounds read high. max dye-equivalent concentration, M. 59,000 compounds, 0.05% hits; in the data active means max dye-equivalent concentration above about 11 nM
#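 Intrinsic compound fluorescence, ex 547 / em 598 nm, CCD imager. Tris 100 mM pH 8.0; 15 min RT. Output = rhodamine dye-equivalent concentration at each compound concentration.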
# * hit, by the source's call; i = inactive; · = no result given; [ ] = another dose, or the depositor's remark. Unless noted, the call rests on the fitted dose curve; in most records, active means well fitted curve in the direction sought with a large enough effect; inconclusive means small, poorly fitted or top-dose-only effect, or another doubt; inactive means no such curve, though single readings can be large; an effect the other way counts as inactive or inconclusive.
SMILES,ALOX15 inhib,HADH2 inh,FLuc inh,TexasRed autofl,Rhodamine fluor
C=CCc1cccc(/C=N/n2cnnc2)c1O,·,·,2.4%[25.5 µM],i,i
O=C1CC(N(O)C2CC(=O)N(Cc3ccccc3)C2=O)C(=O)N1Cc1ccccc1 (centres undefined),·,·,-1.7%[25.5 µM],i,i
Cn1c(NCC(O)c2ccccc2)nc2c1c(=O)n(Cc1ccc(Cl)c(Cl)c1)c(=O)n2C (centres undefined),·,·,1.2%[25.5 µM],i,i
CC(C)Cc1nc(N2CCN(C(=O)Cc3ccccc3)CC2)c(C#N)c2c1COC(C)(C)C2,·,·,0.3%[25.5 µM],i,i
CCN1CCc2c(C#N)c(NCc3ccccc3)nc(N(CC)CC)c2C1,·,·,1.1%[25.5 µM],i,i
Oc1c(C=Nc2cccnc2)sc2ccccc12,·,·,12.6µM*,i,i
COc1ccc(/C(O)=C2/C(=O)C(=O)N(CCCN(C)C)C2c2ccc(C)o2)cc1Cl (centres undefined),·,·,-0.3%[25.5 µM],i,i
Cc1c(C(Nc2ccccn2)c2ccccc2)c(=O)n(-c2ccccc2)n1C (centres undefined),·,·,1.8%[25.5 µM],i,i
COc1ccc(CC(=O)Nc2cccc(-c3nnc(-c4ccco4)o3)c2)cc1,·,·,0.3%[25.5 µM],i,i
Cc1nn(-c2ccccc2)c2c1C(=O)NC(=O)C(C)(C)C2,·,·,1.1%[25.5 µM],i,i
Cc1cc(C)c2nc(SCCC#N)nc(C)c2c1,·,·,-1.3%[25.5 µM],i,i
COc1ccc(/C=C(/C#N)c2cccnc2)cc1OC,·,·,1.6%[25.5 µM],i,i
CCOc1c(C)cc2[nH]c(CCC(=O)O)nc2c1C,·,·,-6.8%[25.5 µM],i,i
CC(=O)c1cc(C#N)c(SCC(=O)C(C)(C)C)nc1C,·,·,-0.7%[25.5 µM],i,i
ONC(=Nc1ccccc1)C(=Nc1ccccc1)NO,·,·,0.0%[25.5 µM],i,i
CN1CCN(CC(=O)Nc2nc(-c3ccccc3)cs2)CC1,·,·,-2.2%[25.5 µM],i,i
COc1cc2c(C(=O)N3CCN(c4ccccc4)CC3)c(C)oc2cc1Br,·,·,-1.7%[25.5 µM],i,i
COC(=O)c1[nH]c(C)c(/C(O)=C2\C(=O)C(=O)N(CCN3CCOCC3)C2c2cccnc2)c1C (centres undefined),·,·,1.6%[25.5 µM],i,i
Clc1ccc(-n2ncc3c(NCc4ccccn4)ncnc32)cc1,·,·,-3.8%[25.5 µM],i,i
Cc1c(N2C(=O)SC(CC(=O)O)C2=O)c(=O)n(-c2ccccc2)n1C (centres undefined),·,·,1.7%[25.5 µM],i,i
COc1cccc(C2C(C#N)=C(N)Oc3cc(C)[nH]c(=O)c32)c1OC (centres undefined),·,·,-0.9%[25.5 µM],i,i
O=c1c(-c2ccc(Cl)cc2)[n+]([O-])c2ccccc2n1O,·,·,-1.4%[25.5 µM],i,i
O=C1C2ON(c3ccccc3)C(c3cccnc3)C2C(=O)N1c1ccc(Cl)c(Cl)c1 (centres undefined),·,·,1.4%[25.5 µM],i,i
C=CCOc1nc2c(c(=O)n(C)c(=O)n2C)n1Cc1ccc(Cl)cc1,·,·,-0.2%[25.5 µM],i,i
CC(=O)OCc1c(COC(C)=O)[n+](=O)c2ccccc2n1[O-],·,·,1.4%[25.5 µM],i,i

# Record cards, from the list above. Order of screens: ALOX15 inhib, HADH2 inh, FLuc inh, TexasRed autofl, Rhodamine fluor
# O=C1CC(N(O)C2CC(=O)N(Cc3ccccc3)C2=O)C(=O)N1Cc1ccccc1 (centres undefined) is listed as ·, ·, -1.7%[25.5 µM], i, i
# CC(C)Cc1nc(N2CCN(C(=O)Cc3ccccc3)CC2)c(C#N)c2c1COC(C)(C)C2 is listed as ·, ·, 0.3%[25.5 µM], i, i
# COc1cc2c(C(=O)N3CCN(c4ccccc4)CC3)c(C)oc2cc1Br is listed as ·, ·, -1.7%[25.5 µM], i, i
# COc1ccc(/C(O)=C2/C(=O)C(=O)N(CCCN(C)C)C2c2ccc(C)o2)cc1Cl (centres undefined) is listed as ·, ·, -0.3%[25.5 µM], i, i
# COc1ccc(CC(=O)Nc2cccc(-c3nnc(-c4ccco4)o3)c2)cc1 is listed as ·, ·, 0.3%[25.5 µM], i, i

# The listing picks up with the six entries that preceded the break.
SMILES,ALOX15 inhib,HADH2 inh,FLuc inh,TexasRed autofl,Rhodamine fluor
Cc1c(N2C(=O)SC(CC(=O)O)C2=O)c(=O)n(-c2ccccc2)n1C (centres undefined),·,·,1.7%[25.5 µM],i,i
COc1cccc(C2C(C#N)=C(N)Oc3cc(C)[nH]c(=O)c32)c1OC (centres undefined),·,·,-0.9%[25.5 µM],i,i
O=c1c(-c2ccc(Cl)cc2)[n+]([O-])c2ccccc2n1O,·,·,-1.4%[25.5 µM],i,i
O=C1C2ON(c3ccccc3)C(c3cccnc3)C2C(=O)N1c1ccc(Cl)c(Cl)c1 (centres undefined),·,·,1.4%[25.5 µM],i,i
C=CCOc1nc2c(c(=O)n(C)c(=O)n2C)n1Cc1ccc(Cl)cc1,·,·,-0.2%[25.5 µM],i,i
CC(=O)OCc1c(COC(C)=O)[n+](=O)c2ccccc2n1[O-],·,·,1.4%[25.5 µM],i,i
CCN(CC)c1nc(C)c2c(c1C#N)CC(C)(C)OC2,·,·,0.9%[25.5 µM],i,i
COc1cccc(C2CC(c3ccccc3Cl)n3nc(N)nc3N2)c1 (centres undefined),·,·,-1.9%[25.5 µM],i,i
CCC(NC(=O)Nc1nccs1)(C(F)(F)F)C(F)(F)F,·,·,-0.8%[25.5 µM],i,i
CCc1nc2c(sc3nc(N4CCOCC4)c4c(c32)CC(C)(C)OC4)c(=O)o1,·,·,0.8%[25.5 µM],i,i
Cn1c(=O)c2c(nc(Oc3ccc4c(c3)OCO4)n2Cc2ccc(F)cc2)n(C)c1=O,·,·,-1.0%[25.5 µM],i,i
C=CCn1c(N)c(C(=O)OC(C)(C)C)c2nc3ccccc3nc21,·,·,-1.9%[25.5 µM],i,i
Cc1ccc(-c2nn(C)c(=O)c3ccccc23)cc1CN1CCOCC1,·,·,1.4%[25.5 µM],i,i
C=CCNc1nc(N2CCOCC2)c(C#N)c2c1CN(C)CC2,·,·,1.4%[25.5 µM],i,i
COc1ccc2[nH]cc(C(=O)CN(C)CCc3ccc(OC)c(OC)c3)c2c1,·,·,0.5%[25.5 µM],i,i
CC12CC(c3ccccc3O1)C(C(=O)N1CCOCC1)C(=O)N2 (centres undefined),13.0%,4.8%,·,·,·
Nc1nc2ccccc2n1CCOc1ccccc1Cl,-10.7%,-2.2%,·,·,·
COc1ccc(-n2nnc3c(SCC(=O)OCc4ccccc4)ncnc32)cc1,-1.3%,-2.6%,·,·,·
CSc1ccccc1NC(=O)c1ccc(C)o1,-6.3%,-19.1%,·,·,·
CC(C)CSc1nc2ccccc2n1CC(N)=O,7.7%,-7.7%,·,·,·
CCOC(=O)CSc1ncnc2c1nnn2-c1ccc(F)cc1,-3.6%,20.1%,·,·,·
CCOC(=O)CC1=C(C(=O)OCC)C(c2ccncc2)C(C#N)=C(N)O1 (centres undefined),-3.8%,-1.8%,·,·,·
CCN1C(=O)CC(c2ccco2)Sc2ccccc21 (centres undefined),-9.2%,-1.8%,·,·,·
COc1ccc(N2CCN(C3CC(=O)N(Cc4ccc(N5CCCC5=O)cc4)C3=O)CC2)cc1 (centres undefined),-5.7%,-5.0%,·,·,·
COC(=O)c1ccc(CSc2ncnc3c2nnn3-c2ccc(F)cc2)o1,-2.6%,7.3%,·,·,·
COc1ccc(C(=O)OC(COc2ccccc2)Cn2ccnc2)cc1 (centres undefined),23.2%,10.2%,·,·,·
Cc1ccc(CCP(=O)(O)CN2CCCCC2)cn1,0.1%,-1.7%,·,·,·
CS(=O)(=O)Nc1ccccc1C(=O)O,-5.2%,-14.1%,·,·,·
CN1CCN(c2ncnc3c2sc2nc(N4CCCC4)c4c(c23)CC(C)(C)OC4)CC1,0.5%,5.0%,·,·,·
CCN(CC)C(=O)CCCOc1ccc(Cl)cc1Cl,-6.1%,12.7%,·,·,·
O=P(O)(COc1ccccc1)COc1ccccc1,-7.9%,-4.5%,·,·,·

# Look-ups from the list.
# C=CCn1c(N)c(C(=O)OC(C)(C)C)c2nc3ccccc3nc21 – FLuc inh: -1.9%[25.5 µM]
# COc1ccc(-n2nnc3c(SCC(=O)OCc4ccccc4)ncnc32)cc1 – ALOX15 inhib: -1.3%

# Remaining list, next part
SMILES,ALOX15 inhib,HADH2 inh,FLuc inh,TexasRed autofl,Rhodamine fluor
CCC(C)NC(=O)NC1C(NC(=O)NC(C)CC)N(C)C(=O)N1C (centres undefined),6.5%,2.8%,·,·,·
Oc1[nH]c2ccccc2c1C=Nc1ccc2c(c1)OCO2,-27.2%,-4.4%,·,·,·
Cc1nc(S(=O)(=O)c2ccc(Cl)cc2)c(NCc2ccccc2)o1,-5.4%,4.4%,·,·,·
COc1ccc(S(=O)(=O)N2CCC(C(=O)Nc3cccc(Cl)c3)CC2)cc1OC,-12.9%,11.3%,·,·,·
CC(C)COCC1CC2(CC(C)(c3csc(N)n3)OC2=O)C(=O)O1 (centres undefined),-1.8%,10.4%,·,·,·
CS(=O)(=O)N(Cc1ccc(C(=O)NCc2ccco2)cc1)c1ccccc1,2.7%,-2.7%,·,·,·
CCOc1ccc(N2CC(C(=O)NCCC3=CCCCC3)CC2=O)cc1 (centres undefined),-3.8%,9.9%,·,·,·
CCN(CC)c1ccc(C2C(C(=O)OCCOC)=C(C)NC3=C2C(=O)CCC3)cc1 (centres undefined),-5.9%,2.4%,·,·,·
Cc1sc2c(c1C)c(=O)n(-c1ccccc1)c1nnc(C)n21,3.16µM*,-5.4%,·,·,·

# These rows are one share of the data, so the mix of outcomes need not match the whole.
